# Rev-erbA mod: modulates human Rev-erb alpha binding to DNA. Rev-erbα–FITC-DNA binding, fluorescence polarization, 90 min. actives 0.79% (n = 370,000). P20393. activity, % at 10 µM. AID 1259318;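 active = activity above about 14%, limit read from the data; passing the limit was not always enough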;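 also: 0% = DMSO wells with 35 nM protein and 100% = DMSO wells with 750 nM protein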
# Target sequence (P20393 whole entry, looked up): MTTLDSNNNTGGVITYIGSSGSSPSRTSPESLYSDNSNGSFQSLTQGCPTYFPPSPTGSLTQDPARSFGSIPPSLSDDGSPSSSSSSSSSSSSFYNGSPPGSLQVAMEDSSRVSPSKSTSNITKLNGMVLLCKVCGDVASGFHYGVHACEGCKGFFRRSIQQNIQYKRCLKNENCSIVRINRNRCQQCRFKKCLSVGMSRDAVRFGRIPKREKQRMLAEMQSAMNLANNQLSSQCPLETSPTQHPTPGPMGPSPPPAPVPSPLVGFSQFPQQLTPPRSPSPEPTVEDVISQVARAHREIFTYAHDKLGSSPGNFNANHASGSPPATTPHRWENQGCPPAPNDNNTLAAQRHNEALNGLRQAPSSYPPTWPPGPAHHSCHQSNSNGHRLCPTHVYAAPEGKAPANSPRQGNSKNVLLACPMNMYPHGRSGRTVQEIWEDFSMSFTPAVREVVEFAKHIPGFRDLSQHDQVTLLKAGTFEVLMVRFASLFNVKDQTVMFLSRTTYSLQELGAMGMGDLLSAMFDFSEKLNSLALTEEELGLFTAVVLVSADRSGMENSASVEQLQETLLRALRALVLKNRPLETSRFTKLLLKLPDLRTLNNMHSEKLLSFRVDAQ
# SMARCA2 act: SMARCA2 function activation, primary screen | MG213 cells, MMTV-luciferase reporter, dexamethasone, overnight | activation, % at 9.1 µM | actives 1% (n = 370,000) | AID 652017; in the data active = activation above about 7.8%;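 also: 0% = vehicle wells and 100% = reference activator wells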
# ssDAF-12 act: activators of S. stercoralis DAF-12 nuclear receptor. HEK293 ssDAF-12/GRIP1 lit1-tk-luc reporter, luminescence; % of 3 µM dafachronic acid response. activation, % at 6.8 µM. actives 1% (n = 370,000). AID 652126;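 active = activation above the mean over all tested compounds plus 3 SD, cut at about 0.9% in these data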;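 also: 0% = DMSO-only wells and 100% = 3 µM delta7-dafachronic acid wells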
# FXN GAA850 act: frataxin GAA850 promoter activation; HEK293 lucGAA850 FXN promoter luciferase reporter, 24 h; percent of 10 µM SAHA response; activation, % at 6 µM; actives 0.56% (n = 360,000); AID 540364;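 active = activation above the average of all compounds screened plus 3 SD, cutoff fixed separately per campaign, cut at about 7.5% in these data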;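 also: 0% = DMSO wells and 100% = 10 µM SAHA wells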
# DAX1 inh-1: NR0B1 (DAX1) inhibition. P51843. HEK293 Gal4-DAX1 luciferase reporter, luminescence. inhibition, % at 6.75 µM. actives 0.99% (n = 340,000). AID 504766;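 active = inhibition above the mean over all tested compounds plus 3 SD, cut at about 4.2% in these data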;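 also: 0% = DAX1-transfected cells with DMSO and 100% = empty-vector control cells with DMSO; inhibition shows as a rise in luminescence from relieved DAX1 repression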
# Target sequence (P51843 207-470 limits assumed): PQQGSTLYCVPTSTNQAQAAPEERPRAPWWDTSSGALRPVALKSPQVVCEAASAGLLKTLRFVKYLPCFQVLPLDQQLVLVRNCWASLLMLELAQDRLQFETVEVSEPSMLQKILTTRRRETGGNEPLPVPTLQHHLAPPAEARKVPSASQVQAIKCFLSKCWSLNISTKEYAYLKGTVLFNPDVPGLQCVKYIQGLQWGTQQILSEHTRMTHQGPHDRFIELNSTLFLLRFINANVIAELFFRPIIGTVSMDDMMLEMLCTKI
# PLCb3 inh: blocks human PLC-beta3 enzyme activity; Purified PLC-beta3, fluorogenic substrate, fluorescence; inhibition, % at 12.2 µM; actives 0.18% (n = 370,000); Q01970; in the data active = inhibition above about 11%;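 also: 0% = median of compound wells on plate and 100% = full blocker control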
# hcDAF12 agonist: H. contortus DAF-12 activation, primary screen | HEK293 hcDAF-12 lit1-tk-luc reporter, luminescence; 0% DMSO, 100% Δ7-dafachronic acid | activation, % at 6.8 µM | actives 1.4% (n = 370,000) | AID 652067;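 active = activation above the mean of all tested compounds plus 3 SD, cut at about 5.5% in these data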;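 also: 100% = response to 3 µM Δ7-dafachronic acid high control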
# hgDAF-12 ag: agonists of H. glycines DAF-12 nuclear receptor. activation, % at 6.8 µM. actives 1.8% (n = 370,000). AID 687014. HEK293 GAL4-hgDAF12 UAS-luciferase reporter, agonist luminescence; normalized to butyrate control;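 active = activation above a cutoff set at the mean of all screened compounds plus 3 SD, cut at about 10% in these data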;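 also: 0% = DMSO wells and 100% = sodium butyrate wells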
# sPLA2-III inh: Blocks human group III sPLA2 activity; inhibition, % at 12.2 µM; QFRET BODIPY PC-A2 liposome hydrolysis, fluorescence; AID 743126; actives 0.56% (n = 370,000);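 active = inhibition above mean plus 3 SD of compounds lying within the high and low control bounds, cut at about 19% in these data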;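 also: 0% = median of test compound wells and 100% = no enzyme DMSO wells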
# DAX1 inh-2: blocks DAX1 repression of SF-1 activated StAR promoter. actives 1.1% (n = 370,000). inhibition, % at 6.8 µM. AID 652010. HEK293T StAR-luciferase reporter, SF-1/DAX-1 repression relief;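 active = inhibition above the mean over all tested compounds plus 3 SD, cut at about 3.6% in these data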;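 also: 0% = DAX-1 cells with DMSO and 100% = cells lacking DAX-1 with DMSO; higher inhibition means more luminescence from relief of DAX-1 repression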
# PG9 binder: PG9 antibody binding by small molecule | inhibition, % at 6.7 µM | actives 0.43% (n = 360,000) | AID 624416 | TR-FRET gp120-PG9 antibody binding; in the data active = inhibition above about 8.5%
# Starred values were filed as active, the others as inactive; i = inactive; · = not tested or not shown.
SMILES,Rev-erbA mod,SMARCA2 act,ssDAF-12 act,FXN GAA850 act,DAX1 inh-1,PLCb3 inh,hcDAF12 agonist,hgDAF-12 ag,sPLA2-III inh,DAX1 inh-2,PG9 binder
CN(C)C=Nc1ccc2nc3c(cc2c1)[nH]c1ccccc13,4,8,1.9*,9.2*,1.3,i,18*,17*,0,2.3,-5.8
Cn1c(=O)c(C(=O)CSc2ccccc2)c(N)n(Cc2ccccc2)c1=O,0,-1,-1.4,3.0,1.6,6,-0.3,0.1,0,0.3,-1.9
Cc1cc2cc(C(c3nnnn3Cc3ccco3)N3CCCCC3)c(=O)[nH]c2cc1C (centres undefined),-3,0,-1.3,-1.2,-0.2,-158,0.2,0.3,-9,0.2,-0.4
Cc1nnc(SCc2ccc(C(=O)c3ccc(Cl)cc3)o2)n1-c1ccccc1,-2,0,-1.7,1.2,-0.1,0,-1.1,1.2,-21,-1.0,-1.3
CCCCN1C=C(C(=O)OC)C(c2ccccc2Cl)C(C(=O)OC)=C1,2,-1,-1.6,-2.1,0.9,-162,1.4,-4.1,10,-0.4,-0.7
COc1ccccc1C(=O)NC(=O)COC(=O)c1cnc(C)cn1,-6,3,-1.2,1.4,-1.5,-3,-1.7,-1.6,-6,-0.3,-3.4
O=C(NN1C(=O)c2ccccc2C1=O)c1ccccc1[N+](=O)[O-],1,-3,-1.3,-1.3,0.6,-6,-0.4,3.9,-2,-0.2,-0.8
CCOC(=O)C1C(C)N=C2SCC(=O)N2C1c1cccc(Br)c1 (centres undefined),1,-1,-1.5,0.4,-1.1,-8,-1.6,-1.4,-29,0.3,0.9
Cc1ccc(-n2ncc(C#N)c2/N=C/N(C)C)cc1,1,-1,-0.8,1.1,0.0,-2,-0.4,-3.2,1,-0.4,-0.3
COc1ccc(C2=Nc3ccccc3N(C(=O)c3ccncc3)C2C(=O)NC(C)(C)C)cc1 (centres undefined),-6,16*,-0.9,·,·,-42,1.0,6.2,-2,2.6,0.4
COc1ccc(N2CCN(C(CNC(=O)c3ccco3)c3ccco3)CC2)cc1 (centres undefined),11,-2,-0.9,2.6,0.1,-10,-0.8,0.1,12,0.8,0.6
COc1ccc(N2CCN(C(c3cccs3)C(C)NC(=O)C(=O)N3CCCCC3)CC2)cc1 (centres undefined),2,-2,-1.4,0.5,-0.3,-5,-1.8,-2.3,4,-0.5,-1.9
Cc1nc(CC(C)C)cc(C(=O)N2CCCC(CNS(=O)(=O)c3cccs3)C2)n1 (centres undefined),3,-5,-1.9,1.5,0.7,-3,-0.6,5.9,-10,0.1,-0.5
Cc1ccc(NC(=O)N2CCc3ccccc3C2)c(C)c1,7,4,0.7,1.1,0.3,-8,2.6,5.5,7,3.1,-0.1
O=C(CCCC(=O)NN=Cc1ccccc1Cl)NN=Cc1ccccc1Cl,-2,-4,-1.4,1.0,-0.3,-1,-2.3,-3.2,-5,-0.9,1.1
COc1cc(C2C(C(C)=O)=C(O)C(=O)N2CCN2CCOCC2)ccc1O (centres undefined),-4,0,-1.0,-1.3,0.0,-3,1.7,0.2,-2,0.0,-1.7
CCCCN(C)C(=O)Cn1nc(-c2ccc(Cl)cc2)ccc1=O,2,-1,-1.1,0.1,0.5,-4,-0.4,-1.5,3,-0.3,-1.8
CC(=O)COc1ccccc1OC(=O)c1ccco1,-6,1,-1.4,-1.5,-0.7,2,-0.6,-0.4,-1,0.7,1.1
Cc1ccc2cccc(OCc3ccc(F)cc3)c2n1,1,-1,-1.5,1.0,-0.1,-50,-0.3,-2.5,-3,-0.6,0.7
COc1ccccc1C(=O)NCc1ccncc1,0,-3,-1.3,-0.6,1.1,-3,0.3,5.2,2,-0.2,0.1
CC(C)CN(C(=O)c1cccc(Cl)c1)c1c(N)n(CC(C)C)c(=O)[nH]c1=O,-8,-1,-1.1,0.6,-1.2,0,-1.2,-0.7,2,0.1,-2.7
O=C(CSc1ncnc2c1oc1ccccc12)Nc1nccs1,32*,2,-1.6,1.3,-1.3,-2,1.0,0.1,6,0.5,-4.2
O=C(NCc1ccco1)C1CC(c2ccc(Cl)cc2)=NO1 (centres undefined),8,3,-1.3,0.6,1.4,0,-1.6,9.3,-2,-0.8,-0.6
COC(=O)c1cc(NC(=O)CSc2ncn[nH]2)ccc1Cl,1,-3,-0.9,0.2,0.3,-10,-0.7,4.3,-16,-4.3,0.3
CC1CC(C)CN(C(=O)CSc2ncnc3sccc23)C1 (centres undefined),4,-1,-1.4,2.3,-0.1,-6,-0.5,-0.3,-8,0.1,-2.0

# Four of the compounds above, with two lines to a compound.
# Sequence of screens – Rev-erbA mod, SMARCA2 act, ssDAF-12 act, FXN GAA850 act, DAX1 inh-1, PLCb3 inh, hcDAF12 agonist, hgDAF-12 ag, sPLA2-III inh, DAX1 inh-2, PG9 binder
- O=C(CSc1ncnc2c1oc1ccccc12)Nc1nccs1
  32*, 2, -1.6, 1.3, -1.3, -2, 1.0, 0.1, 6, 0.5, -4.2
- O=C(NCc1ccco1)C1CC(c2ccc(Cl)cc2)=NO1 (centres undefined)
  8, 3, -1.3, 0.6, 1.4, 0, -1.6, 9.3, -2, -0.8, -0.6
- COC(=O)c1cc(NC(=O)CSc2ncn[nH]2)ccc1Cl
  1, -3, -0.9, 0.2, 0.3, -10, -0.7, 4.3, -16, -4.3, 0.3
- CC1CC(C)CN(C(=O)CSc2ncnc3sccc23)C1 (centres undefined)
  4, -1, -1.4, 2.3, -0.1, -6, -0.5, -0.3, -8, 0.1, -2.0

# Back to the main list, starting two compounds before the break.
SMILES,Rev-erbA mod,SMARCA2 act,ssDAF-12 act,FXN GAA850 act,DAX1 inh-1,PLCb3 inh,hcDAF12 agonist,hgDAF-12 ag,sPLA2-III inh,DAX1 inh-2,PG9 binder
COC(=O)c1cc(NC(=O)CSc2ncn[nH]2)ccc1Cl,1,-3,-0.9,0.2,0.3,-10,-0.7,4.3,-16,-4.3,0.3
CC1CC(C)CN(C(=O)CSc2ncnc3sccc23)C1 (centres undefined),4,-1,-1.4,2.3,-0.1,-6,-0.5,-0.3,-8,0.1,-2.0
CCc1ccc(-c2cc(C)no2)cc1S(=O)(=O)Nc1cccc(CN2CCCC2)c1,-5,2,-1.1,1.0,1.6,-9,-0.4,-1.4,-9,-0.2,-1.1
O=C(NCc1ccco1)c1ccc(CS(=O)Cc2cccc(Cl)c2)o1 (centres undefined),-9,2,-1.4,-0.9,1.0,-6,0.1,-0.4,1,1.1,-1.1
CN(C)c1ccc(CNc2ncn[nH]2)cc1,-1,4,-1.1,-0.5,0.8,2,-0.4,5.8,2,-0.8,-3.0
COC(=O)Cc1c(C)c2ccc(OCC(=O)N(C)C)cc2oc1=O,0,0,-1.1,1.8,1.1,-115,1.7,3.8,3,-0.3,-0.2
Fc1ccc(CSc2ccc(-c3cccs3)nn2)cc1,4,-1,0.1,4.8,0.1,1,0.5,5.0,17,0.4,-1.2
Cc1cc(C(=O)COC(=O)CCc2nc3ccccc3s2)c(C)n1C,4,-5,-0.9,0.7,-0.9,-6,2.2,1.4,-3,-0.4,0.7
C[C@H](CO)N1C[C@H](C)[C@@H](CN(C)CC2CCCCC2)Oc2ccc(NC(=O)CCN3CCOCC3)cc2C1=O,7,2,-0.8,0.6,0.5,-13,1.1,0.8,-2,-0.2,-0.8
CC(=O)Nc1ccc(S(=O)(=O)N2CCC(N3CCCCC3)CC2)cc1,-7,-2,-0.8,1.3,0.7,-4,-0.9,3.5,-2,0.3,-1.6
O=C(NCc1cccc(Cl)c1)c1ccc(-n2cncn2)c2ccoc12,-2,-1,-1.3,1.0,·,-1,-0.7,2.4,-7,0.1,1.2
COc1ccc(/C=C2\SC(=S)N(CCCC(=O)Nc3ccc(C(=O)O)cc3)C2=O)cc1OC,4,0,-1.2,-0.6,0.1,-20,-1.4,-0.6,-18,1.2,-2.4
CC(C)CN1CCN(Cc2ccc(CN3CCCCC3)s2)CC1CCO (centres undefined),8,0,-0.8,3.0,1.0,1,1.6,3.5,-5,0.4,-1.9
CCCc1cc(=O)[nH]c(SC(CC)C(=O)Nc2ccccc2C#N)n1 (centres undefined),-1,1,-1.2,-2.9,-0.1,0,0.5,1.5,0,0.1,2.5
O=C(NC(=S)Nc1cccc(F)c1)c1cccc([N+](=O)[O-])c1,-2,1,-0.9,1.6,-1.7,-6,-0.1,1.0,16,-0.8,-2.1
Cn1c(SCc2ccccc2Cl)nc2ccccc21,1,4,-0.3,1.2,2.7,1,2.1,14*,-4,2.8,-0.8
COc1cc2c(cc1OC)C(C1C(=O)CCCC1=O)N(C(=O)CCl)CC2 (centres undefined),-5,0,-1.5,-1.0,-0.9,i,-0.3,-3.5,0,-1.6,1.2
O=C(O)c1ccccc1-c1ccccc1C(=O)Nc1ccccc1,0,-2,-1.3,0.5,0.7,2,-0.7,-0.8,6,-0.3,-1.9
Cc1nc(Cl)c(S(N)(=O)=O)c(C)c1Cl,6,-1,-1.2,3.1,·,6,-0.9,-0.1,1,-0.2,-0.8
CN(CCOc1ccc(Cl)cc1)C(=O)C1=CC=CN2CCS(=O)(=O)N=C12,4,-1,-1.1,0.0,-0.1,-19,0.0,0.2,0,1.0,-0.5
COc1ccc(S(=O)(=O)N2CCC(C(=O)NC3CC3)CC2)cc1OC,-2,-3,-1.0,0.9,1.1,-9,-0.2,1.2,4,2.8,0.1
Cc1ccc2ncccc2c1,-5,-3,-0.2,0.7,0.1,2,-1.8,-0.1,5,0.4,1.2
CC(NC(=O)CCc1ccc(S(=O)(=O)NC2CCCCC2)cc1)c1ccccc1 (centres undefined),1,0,-1.0,-0.4,-0.1,2,-0.6,-3.1,-9,-0.5,-1.8
Cc1ccc(C(Nc2ccccc2)c2ccc3ccc(C)nc3c2O)c(C)c1 (centres undefined),-3,-6,-0.7,·,·,-4,2.3,2.5,10,-1.1,-1.3
COc1ccc(S(=O)(=O)N2CCOCC2)cc1NC(=O)c1cccc2c(=O)c(C)c(-c3ccccc3)oc12,69*,-1,-1.1,-1.5,-0.8,1,-2.4,1.8,-1,1.0,1.1
COc1ccc(C(CCN2CCCCC2)c2c(OC)cc(OC)c3c(-c4ccccc4)cc(=O)oc23)cc1 (centres undefined),-6,0,-1.2,-2.6,0.7,-163,-0.1,-2.1,-23,0.8,0.0
Cc1ccc(C)c(N2N=C(C(=O)Nc3nccs3)CCC2=O)c1,1,0,-2.1,-1.7,-0.5,-2,2.0,1.1,-2,0.1,-0.2
COc1ccc(C2C3=C(CC(c4ccco4)CC3=O)Nc3ccccc3N2C(C)=O)cc1 (centres undefined),-1,1,-0.8,-0.6,0.7,-87,0.4,1.5,-4,-0.2,0.6
COc1ccc(C(=O)N/N=C(\C)CC(=O)Nc2cccc(C(F)(F)F)c2)cc1,0,-1,-0.5,3.8,-0.3,-9,-1.2,4.5,-2,0.1,-0.9
O=C(Nc1nnc(Cc2ccccc2)s1)Nc1ccccc1F,-2,-2,-0.9,2.2,0.5,0,-1.5,-1.7,-4,0.8,-1.8
CCCN1CCC2(CC1)C(C#N)=C(N)Oc1c2sc2nc(C)cc(C)c12,2,0,-0.7,0.6,1.1,-119,0.0,-0.7,-17,0.6,-1.4
